Compound activity as filed in PubChem.
BRCA1 expr act = increases BRCA1 expression. MCF7-BRCA1-FFLuc reporter, luminescence, 48 h; response scale: scaled: vehicle 0%, 10 µM genistein 100%. Potency, µM (highest dose often 46.1 µM), inactives show at the highest dose activation, hits mostly activators. hit rate 1.1% among 380,000. AID 624202; note: nearly all actives have a fitted effect of over 80% in size; some results filed as inactive show a strong effect at the top dose
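First, MCF7-BRCA1-FFLuc cells (2000/well) attach for 2 h; next, compounds are pin-added and incubated 48 h at 37 °C; finally, luciferase reagent is added and luminescence read after 15 min.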
Gal4-VP16 FLuc = Gal4-VP16 reporter inhibition counter-screen. Drosophila S2 Gal4-VP16 UAS-luciferase, luminescence, 20 h. Potency, µM (series often up to 53.6 µM), for the others: at the highest dose activity, negative = inhibition, hits mostly inhibitors. hit rate 3.5% among 310,000. AID 2546;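 note: Gal4-VP16 expression switched on by copper sulfate through the metallothionein promoter; % is set by controls: 0 for no effect and ±100 for the full control effect; nearly all actives have a fitted effect of over 50% in size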
uPA surface inh = cell surface uPA generation inhibition | cell surface uPA generation assay, qHTS | Potency, µM (doses to about 38.3 µM), without a hit: at the highest dose activity change, negative = inhibition, most hits filed as inhibitors | hit rate 0.31% among 330,000 | AID 540303; active = well fitted inhibition curve with a large enough effect; inconclusive = small, poorly fitted or top-dose-only effect; inactive = no such curve, though single readings can be large or run the other way; tested in mouse RAW 264.7 cells; note: % is set by controls: 0 for no effect and ±100 for the full control effect; nearly all actives have a fitted effect of over 55% in size
ELG1 genotox = induces genotoxicity in HEK293T cells with luciferase-tagged ELG1; Potency, µM (doses to about 46 µM), inactives show at the highest dose activity change, positive = activation, hits mostly activators; hit rate 1.3% among 330,000; AID 504466; HEK293T ELG1-luciferase reporter, luminescence, 16 h; note: % of control where 0% means no effect; nearly all actives have a fitted effect of over 60% in size
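Screening used a luciferase reporter fused to human ELG1 in HEK293T cells. Luminescence was read on a CCD plate imager after 16 hr exposure and 30 min ONE-Glo incubation.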
RORgamma inh = blocks mouse ROR gamma transcriptional activity; P51450; Drosophila S2 Gal4-RORgamma UAS-luciferase reporter, 20 h; Potency, µM (highest dose often 53.6 µM), inactives show at the top dose activity change, negative = inhibition, usual class: inhibitors; hit rate 5.4% among 310,000; AID 2551; note: % is set by controls: 0 for no effect and ±100 for the full control effect; nearly all actives have a fitted effect of over 60% in size
Target sequence (P51450 whole entry, looked up, the tested form may be a part): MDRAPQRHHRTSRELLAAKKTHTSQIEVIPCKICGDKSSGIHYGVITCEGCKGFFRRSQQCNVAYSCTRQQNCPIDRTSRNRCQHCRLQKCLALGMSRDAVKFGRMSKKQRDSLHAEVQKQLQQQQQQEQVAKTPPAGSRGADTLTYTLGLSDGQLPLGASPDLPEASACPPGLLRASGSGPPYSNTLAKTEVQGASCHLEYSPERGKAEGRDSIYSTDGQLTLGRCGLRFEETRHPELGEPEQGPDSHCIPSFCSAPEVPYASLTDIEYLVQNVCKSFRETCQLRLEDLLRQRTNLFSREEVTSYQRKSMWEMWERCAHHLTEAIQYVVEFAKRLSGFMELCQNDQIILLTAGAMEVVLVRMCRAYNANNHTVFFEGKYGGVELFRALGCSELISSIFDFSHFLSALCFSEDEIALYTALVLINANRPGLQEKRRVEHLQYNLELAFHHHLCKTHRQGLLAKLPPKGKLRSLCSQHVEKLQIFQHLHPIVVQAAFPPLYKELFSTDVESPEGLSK
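Using a luciferase readout, inhibitors were identified by reduced reporter activity in Drosophila cells coexpressing a copper-inducible Gal4–ROR gamma fusion and UAS-driven Photinus luciferase, incubated 20 hr after 700 uM copper sulfate.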
NPC1 promoter act = NPC1 promoter activation; Huh7 NPC1 promoter luciferase reporter, 24 h; Potency, µM (titrated, usually from 9.22 µM), without a hit: at the highest dose activation, actives largely listed as activators; hit rate 2.4% among 320,000; AID 485313;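 note: % of control where 0% means no effect; nearly all actives have a fitted effect of over 60% in size; reporter is driven by a mutant NPC1 promoter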
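Readout is luciferase luminescence, reflecting NPC1 promoter activation in stably transfected Huh7 cells after 24 h compound exposure at 37 °C in reduced-serum medium with 10% FBS.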
p53 reactivation = mutant p53 re-activation in reporter cells | H1299 p53-A138V BP100-luciferase reporter, luminescence, 24 h | Potency, µM (top dose mostly 92.2 µM), for the others: top-dose activity change, positive = activation, usual class: activators | hit rate 0.063% among 320,000 | AID 504706; note: % of control where 0% means no effect; nearly all actives have a fitted effect of over 45% in size
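H1299 (p53-null), stable ts p53-A138V + BP100-Luc; 1000 cells/well, Opti-MEM/10% FBS; cpd 4 pt, 1:5; 24 h, 37 deg C, 5% CO2; detection reagent 10 min RT; luminescence.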
Rab9 prom act = Rab9 promoter activation | Huh7 Rab9 promoter-luciferase reporter, luminescence, 24 h | Potency, µM (top dose mostly 9.22 µM), for the others: top-dose activation, negative = inhibition, actives largely listed as activators | hit rate 2.8% among 320,000; note: % of control where 0% means no effect; nearly all actives have a fitted effect of over 60% in size
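Using Huh7 cells stably transfected with Rab9 promoter–luciferase, compounds were incubated 24 h at 37 °C, 5% CO2; luciferase luminescence was read 10 min after reagent addition.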
MBNL1 CUG block = blocks human MBNL1 binding to CUG repeat RNA; TR-FRET MBNL1-His/biotin-(CUG)12 binding, 665/545 ratio; AID 2675; hit rate 0.036% among 280,000; Potency, µM (highest dose often 57.5 µM), for the others: at the highest dose activity change, negative = inhibition, most hits filed as inhibitors; active = well fitted inhibition curve with a large enough effect in the signal ratio, with a control signal flat, not every such curve was filed as active; inconclusive = small, poorly fitted or top-dose-only effect, or effect the other way, or a change in a side signal; inactive = no such curve, though single readings can be large or run the other way; the % refers to the signal ratio; note: % is set by controls: 0 for no effect and ±100 for the full control effect
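MBNL1-His + Biotin-(CUG)12, cpd titration 92 nM–58 uM; Tb anti-His Ab 0.055 ng/ul, SA-XL665 5 nM (final); 60 min RT; ratiometric 665/545 nm, Ex 340 nm; normalized to buffer and full-complex controls.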
FLuc modulator = inhibits or activates purified firefly luciferase, miR-21 counter-screen; purified FLuc, Km substrates, luminescence inhibition; AID 588342; hit rate 6.9% among 360,000; P08659; Potency, µM (highest dose often 57.5 µM), without a hit: top-dose activity change, negative = inhibition, actives largely listed as inhibitors;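 note: plate controls were vehicle for no effect and reference inhibitor for full effect; nearly all actives have a fitted effect of over 55% in size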
Target sequence (P08659 whole entry, looked up): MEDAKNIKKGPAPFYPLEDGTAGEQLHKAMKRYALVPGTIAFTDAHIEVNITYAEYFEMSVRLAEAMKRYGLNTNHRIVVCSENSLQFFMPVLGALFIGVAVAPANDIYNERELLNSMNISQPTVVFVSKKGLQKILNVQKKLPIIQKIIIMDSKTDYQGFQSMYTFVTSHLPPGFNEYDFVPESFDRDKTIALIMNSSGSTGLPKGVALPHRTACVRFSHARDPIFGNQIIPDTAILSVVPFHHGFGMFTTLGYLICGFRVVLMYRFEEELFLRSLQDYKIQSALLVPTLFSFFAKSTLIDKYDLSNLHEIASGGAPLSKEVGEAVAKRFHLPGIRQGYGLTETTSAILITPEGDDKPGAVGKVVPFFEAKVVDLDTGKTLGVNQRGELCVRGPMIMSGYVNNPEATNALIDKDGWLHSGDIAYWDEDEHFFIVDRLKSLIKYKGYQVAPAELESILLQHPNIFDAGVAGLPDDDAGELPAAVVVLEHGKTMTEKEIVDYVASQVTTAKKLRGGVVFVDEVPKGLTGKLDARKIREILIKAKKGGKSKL
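Purified P. pyralis luciferase (10nM final) with 10uM D-luciferin and 10uM ATP (Km levels) in 50mM Tris acetate pH 7.5, 10mM Mg acetate, 0.01% Tween-20, 0.05% BSA; qHTS 6-point titration, ~60 µM downward; luminescence read.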
The depositor's hits bear a star; u = inconclusive; x = no result given; & = joins results of further samples; [ ] = another dose, or the depositor's remark. Unless noted, calls come from the whole dose curve; as a rule, active = well fitted curve in the direction sought with a large enough effect; inconclusive = small, poorly fitted or top-dose-only effect, or another doubt; inactive = no such curve, though single readings can be large; an effect the other way counts as inactive or inconclusive. Potency is the fitted concentration of half-maximal effect.

SMILES | BRCA1 expr act | Gal4-VP16 FLuc | uPA surface inh | ELG1 genotox | RORgamma inh | NPC1 promoter act | p53 reactivation | Rab9 prom act | MBNL1 CUG block | FLuc modulator
CC(C)Oc1cccc(C(=O)C2CCCN(C(=O)CCn3cnnn3)C2)c1 (stereo unspecified) | 0% | 11% | -3% | 4% | 7% | 0% | 6% | 3% | -2% | -9%
CC(C)[C@@H]1NC(=O)c2cc([N+](=O)[O-])cc(F)c2NCCC[C@@H](C(N)=O)NC(=O)[C@H](CO)NC1=O | x | -4% | x | 3% | -33% | -3% | 0% | 9% | u | 2%
CCOC(=O)c1[nH]ncc1CN1CCCC(C(=O)c2ccc(OC)c(OC)c2)C1 (stereo unspecified) | -28% | -3% | -2% | 0% | -8% | -4% | 0% | 1% | -6% | 2%
CCCCCCN(C(=O)CCCCCN1C(=O)NC(c2ccc(-c3ccccc3)cc2)C(C(=O)OCc2ccccc2)=C1C)C(C(=O)NCCCC)c1ccc(O)c(C(=O)OC)c1 (stereo unspecified) | x | 8%&-4% | x | 2% | 0%&0% | -12% | -2% | -13% | -1% | 1%
O=c1cc(-c2ccccc2)nc2nc[nH]n12 | 1% | 6% | -2% | 0% | -9% | -1% | -1% | 6% | -2% | u
COCCCNC(=O)/C=C/c1ccc(Cl)cc1 | 60% | -5% | -3% | 12% | 14% | 17% | 17% | 18% | 14% | u
COC(=O)c1cc(NC(=O)Cc2ccccc2[N+](=O)[O-])ccc1Cl | -15% | -2% | -2% | 1% | 33% | -1% | -1% | 11% | 1% | -11%
C/C=C/c1ccc(OCCCNCC(C)O)c(OC)c1 (stereo unspecified) | 10% | 0% | 1% | 1% | -5% | 3% | -4% | -3% | 2% | 2%
Cn1c(CCNS(=O)(=O)c2ccc(F)cc2)nnc1SCc1cccnc1 | 3% | -8% | 5% | -25% | -12% | 1% | -1% | 1% | -5% | -1%
Cc1cc(=O)oc2c3c(cc(OCC(=O)NCCN4CCOCC4)c12)OC(C)(C)CC3 | -3% | 2% | 1% | 8% | -26% | -2% | x | -9% | 1% | 5%
COC(=O)c1sc(S(=O)(=O)Nc2ccc3cn[nH]c3c2)c(C(=O)OC)c1C | -11% | 1% | 0% | -2% | 14% | 2% | 25% | -2% | 3% | -3%
CCc1cc(Cn2nc(-c3ccccc3)cc2C(=O)NCc2ccccc2OC)on1 | 0% | x | -3% | 0% | x | 1% | 5% | -4% | x | 5%
COc1ccc(-c2nnc(SCc3cc(C)cc(C)c3)o2)cc1 | -14% | 6% | 6% | 3% | -1% | -2% | -5% | 0% | -12% | 1%
CN1CCN(C2=NCCO2)CC1 | -1% | -9% | 3% | -2% | -17% | -6% | 7% | 10% | -7% | -1%
Cc1nc2cc(C(=O)NCc3ccc4c(c3)OCO4)ccc2n1-c1ccc(Br)cc1 | -47% | -7% | -2% | 1% | 32% | -1% | -3% | -2% | -3% | 1%
O=C(COc1ccccc1)NCCSCc1ccco1 | 21% | -5%[0.365 µM] | -2% | 19% | -5% | 8% | -1% | 2% | -9% | -15%
CCc1nnc(NC(=O)CSc2nc(C)c3c(c2C#N)CCCC3)s1 | -23% | u | x | 7% | u | u | 13% | u | 40%[activator] | 8.5µM*
CCNC(=O)/C(=C/c1cccc([N+](=O)[O-])c1)NC(=O)c1ccc(C)cc1 | -5% | 15% | -4% | 1% | 7% | -2% | -4% | -4% | u | 1%
COc1cccc(NC(=O)CN2CCN(c3nc(-c4cccc(OC)c4)cs3)CC2)c1 | -7% | -14% | 1% | -4% | 40% | -1% | 6% | -9% | u | -18%
COc1ccccc1N1CCN(C(=O)C2CCN(S(=O)(=O)c3ccc(C)cc3)CC2)CC1 | -7% | 0% | -7% | -7% | 43% | -6% | -2% | -9% | -4% | 1%
COc1ccc(NC2CCCN(C(=O)C3(C)CCCCC3)C2)cc1 (stereo unspecified) | -22% | 1% | -6% | -4% | -15% | 4% | -2% | 2% | -2% | 1%
Cc1nnc(SCC(=O)NCCc2ccccc2)s1 | 33% | 4% | 17% | 2% | -11% | -3% | -4% | -16% | -8% | 4%
Cc1ccc(C(=O)NCC(=O)N2CCN(S(=O)(=O)c3cccs3)CC2)s1 | -24% | -1% | 2% | -2% | 1% | -6% | 3% | -3% | -5% | -7%
CC(=O)C1=C(C)Nc2ncnn2C1c1ccccc1OCc1ccccc1 (stereo unspecified) | 1% | -4% | -5% | -2% | -30% | 0% | -5% | -12% | -2% | 1%
CCN(CCn1cccn1)Cc1nc(-c2ccc(OC)cc2)no1 | 0% | 5% | 1% | -6% | 5% | -3% | -2% | -1% | 6% | 1%
COc1ccc(C(=O)Nc2ccnn2C2CCN(Cc3ccc4nonc4c3)CC2)cc1 | 6% | 8% | -6% | -2% | 36% | 10% | 0% | 5% | u | -1%
Cc1ccc2c(CC(=O)NCC(C)(C)N3CCOCC3)coc2c1 | 9% | 3%[10 µM] | 0% | 6% | 9% | 0% | 0% | -5% | 2% | -5%
COc1cc(CN(C)CC(=O)c2[nH]c(C)c(C(C)=O)c2C)ccc1OC(F)F | -49% | 2.8µM* | -11% | 10% | 3% | -9% | -8% | -30%[inhibitor] | 13% | 7%
CCOC(=O)c1cc(NC(=O)c2ccccc2)c(=O)oc1C(F)(F)F | 12% | -15% | 4% | 3% | 2% | 2% | 9% | 19% | -2% | -15%
CC(C)CN1C=C2C(=O)C(C)(OC(=O)CCc3ccccc3)C(=O)C=C2C=C1c1ccc(C#N)cc1 (stereo unspecified) | 0% | -4% | -6% | 0% | 12% | -5% | 0% | -6% | u | -1%
CC(=O)c1ccc(N2CCN(C(=O)Cc3ccccc3)CC2)c(F)c1 | 1% | -3% | 0% | -4% | u | -3% | 1% | -7%[1.84 µM] | 8% | -1%
O=C1N(CCCN2C(=O)C3(OCCO3)c3ccccc32)c2ccccc2C12OCCO2 | -14% | -7% | x | -2% | 15% | 0% | 5% | -1% | 0% | 4%
CCN(CC)S(=O)(=O)c1cccc(C(=O)Nc2nncs2)c1 | 13% | 2% | x | -1% | -13%[10 µM] | 4% | 3% | 4% | -15% | -1%
CC(=O)N1CCN(c2cccc(C)c2C)CC1 | 0% | -2% | 1% | 1% | -9% | 0% | -9% | 1% | -6% | 1%
O=C(c1ccc(Cl)cc1[N+](=O)[O-])N1CCN(c2ccccn2)CC1 | -2% | 1% | -4% | -5% | 1% | -3% | 5% | -8% | u | -1%
CC(C)C[C@H](NC(=O)c1nc[nH]c1C(=O)NCCNC(=O)OC(C)(C)C)C(=O)CNCCNC(=O)c1[nH]cnc1C(=O)N[C@@H](C)C(=O)OC(C)(C)C | -2% | x | -3% | -1% | x | x | -1% | x | x | x
CCOc1ncccc1C(=O)Nc1cccc(-c2nc3cccnc3s2)c1 | -25% | 2% | 0% | -6% | 11% | 21% | 2% | 2% | 5% | u
Cc1ccc(/C=N/n2c(-c3ccco3)n[nH]c2=S)cc1 | -19% | u | -3% | 0% | 7.1µM* | -1% | -1% | -5% | 9% | 0%
Cc1cc(C(=O)NNC(=S)Nc2ccccc2C)cs1 | -8% | -21% | -1% | u | u | 3.2µM* | u | 93% | -12% | u
Cn1c(=NC(=O)CS(=O)(=O)c2ccccc2)sc2cc([N+](=O)[O-])ccc21 | 26% | x | 1% | 1% | x | 3% | 11% | 2% | x | 0%
CCC(C)NC(=O)CS(=O)(=O)Cc1nc(-c2cccc(OC)c2)oc1C (stereo unspecified) | -2% | -12% | -2% | -1% | 27% | 1% | -2% | 2% | -6% | 1%
CC(=O)Nc1ccc(Nc2ncc([N+](=O)[O-])c(Nc3ccc(NC(C)=O)cc3)n2)cc1 | -20% | -3% | 11% | -2% | 21% | -6% | -5% | 0% | u | 0%
COc1ccc(C2C(C(=O)NCc3ccccn3)c3cc(OC)c(OC)cc3C(=O)N2C)cc1 (stereo unspecified) | 0% | 10% | -7% | 1% | -23% | 0% | -2% | 1% | -4% | -2%
COc1ccc(OCC(=O)Nc2ccc3oc(-c4ccncc4)nc3c2)cc1 | 28% | -12% | 0% | 11% | 7% | -1% | 3% | 20% | -16% | 6%
COc1ccc(NC(C)=O)cc1S(=O)(=O)Nc1ccc2c(c1)OCCO2 | 0% | -20% | 0% | 14% | -4% | -6% | 1% | 0% | -5% | 3%
O=C(CSc1n[nH]c(-c2ccncc2)n1)Nc1ccccn1 | 1% | 7% | 6% | x | 7% | x | x | x | u | -9%
CCCNC(=O)N1CCN(S(=O)(=O)c2ccc3c(c2)OCCO3)CC1 | -6% | x | 9% | -1% | x | -1% | -7% | -1% | x | 1%
N#CC1=C(N)OC2=C(C(=O)CC(c3ccccc3)C2)C1c1cccnc1 (stereo unspecified) | -40% | -5% | 2% | 1% | -27% | -2% | 11% | 0% | -1%[11.5 µM] | -2%
Cc1ccc(NC(=S)/N=C(\N)Nc2nc(C)c3cc(C)c(C)cc3n2)cc1C | 3% | 5µM* | 1% | -7% | 2.2µM* | -13% | 3% | -17% | -11% | 3%
Cn1c(N)c(C(=O)c2ccccc2)c(=O)n(C)c1=O | 0% | 7% | -3% | 1% | -5% | 0% | 0% | -1% | 3% | 1%
